PKA-R2B act – activates the human PKA-R2B holoenzyme complex; P22694+P31323; PKA-R2B holoenzyme dissociation, Cy5-IP20 fluorescence polarization; R2B truncated from residue 108, S112A mutant; 0% DMSO only, 100% 113 µM cGMP; activation, % at 11.4 µM; 340,000 compounds, 0.079% hits; AID 504700;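 active means activation above a cutoff set at the mean over all compounds plus 3 SD, cut at about 18% in these data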;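 further: higher means more holoenzyme dissociation and a rise in polarization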
DAGLB inhibitor – blocks human DAGLB lipase activity | Q8NCG7 | HEK293T DAGLB membrane lysate, EnzChek fluorogenic substrate | inhibition, % at 5.17 µM | 340,000 compounds, 0.059% hits | AID 504411; in the data active means inhibition above about 34%;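 further: 0% = enzyme with vehicle and 100% = wells lacking enzyme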
V-ATPase pHluor – regulators of yeast V-ATPase proton transport. S. cerevisiae, pHLuorin cytosolic pH fluorescence. 350,000 compounds, 0.37% hits. response, % at 10 µM; in the data active means response mostly above about 7.3%, no sharp cut-off; inactive means mostly below about 5.4%; further: actives read high; inactives centre near 0; some compounds called inactive have numbers as strong as hits; reference of the scale not given here
Pemphigus Ab inh – inhibitors of pemphigus antibody binding to human desmoglein-3; binding (percent of control), % at 10 µM; 310,000 compounds, 0.48% hits; AID 588358; DSG3-coupled beads, scFv-anti-DSG3-GFP binding, flow cytometry; active compounds read low; P32926;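 active means binding more than 3 SD below its plate's average and above zero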;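 further: hits lower antibody fragment binding to DSG3; some compounds called inactive have numbers as strong as hits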
Target sequence (P32926 whole entry, looked up, the tested form may be a part): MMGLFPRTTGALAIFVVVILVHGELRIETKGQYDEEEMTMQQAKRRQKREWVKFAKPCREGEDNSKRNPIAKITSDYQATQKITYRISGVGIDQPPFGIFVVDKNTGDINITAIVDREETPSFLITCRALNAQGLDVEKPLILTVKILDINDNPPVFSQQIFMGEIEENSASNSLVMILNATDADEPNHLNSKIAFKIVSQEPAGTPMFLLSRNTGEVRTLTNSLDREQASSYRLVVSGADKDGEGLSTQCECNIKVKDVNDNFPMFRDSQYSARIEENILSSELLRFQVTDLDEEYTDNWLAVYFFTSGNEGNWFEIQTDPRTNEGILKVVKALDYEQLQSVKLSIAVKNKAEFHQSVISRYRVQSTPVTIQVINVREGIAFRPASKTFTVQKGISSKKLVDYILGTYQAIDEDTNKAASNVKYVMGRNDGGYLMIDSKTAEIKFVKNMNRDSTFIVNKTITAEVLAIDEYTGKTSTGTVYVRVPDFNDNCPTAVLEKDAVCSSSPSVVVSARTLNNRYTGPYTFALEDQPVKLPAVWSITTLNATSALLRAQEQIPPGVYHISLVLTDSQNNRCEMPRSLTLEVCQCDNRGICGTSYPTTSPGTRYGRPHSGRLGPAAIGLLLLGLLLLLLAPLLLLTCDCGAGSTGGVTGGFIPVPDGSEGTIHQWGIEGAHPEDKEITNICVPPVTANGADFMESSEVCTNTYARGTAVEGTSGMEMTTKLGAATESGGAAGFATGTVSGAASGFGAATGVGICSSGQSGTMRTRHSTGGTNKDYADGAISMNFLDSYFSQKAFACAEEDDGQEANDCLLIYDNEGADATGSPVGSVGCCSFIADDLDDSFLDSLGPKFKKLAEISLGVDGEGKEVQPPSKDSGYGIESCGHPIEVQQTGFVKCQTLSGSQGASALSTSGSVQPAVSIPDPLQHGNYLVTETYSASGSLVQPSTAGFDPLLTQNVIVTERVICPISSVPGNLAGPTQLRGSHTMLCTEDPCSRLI
HTR5A inv ctr – inverse agonist of human HTR5A in OPRM1-OPRD1 counter-screen; HTR5A cell line, luminescence, inverse agonism; inhibition, % at 9.3 µM; 340,000 compounds, 0.083% hits; in the data active means inhibition mostly above about 23%, no sharp cut-off; inactive means mostly below about 18%;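 further: 0% = cells with DMSO and 100% = no-cell wells with DMSO; some compounds called inactive have numbers as strong as hits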
HTR5A ag – activates human HTR5A in OPRM1-OPRD1 agonist counter-screen; P47898; HTR5A agonist assay, luminescence, cell-based; activation, % at 9.3 µM; 340,000 compounds, 0.61% hits; AID 504692; in the data active means activation mostly above about 9.5%, no sharp cut-off; inactive means mostly below about 7.6%;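 further: 0% = cells with vehicle only and 100% = reference agonist; strong numbers were not always called active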
PKA-R1A activ – activators of PKA-R1A complex. P00514+P68181. PKA-R1A dissociation, Cy5-IP20 fluorescence polarization; scaled: DMSO 0%, 113 µM cGMP 100%. activation, % at 11.4 µM. 340,000 compounds, 0.083% hits;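 active means percent activation above the mean of all tested compounds plus 3 SD, cut at about 19% in these data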;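 further: higher means more PKAc released from R1A so a rise in polarization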
MOR-DOR inv ag – mu-delta opioid heterodimer inverse agonism | P35372+P41143 | cell-based MOR-DOR heterodimer luminescence | inhibition, % at 9.3 µM | 340,000 compounds, 0.21% hits; in the data active means inhibition above about 22%, passing the limit was not always enough;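 further: 0% = cells with DMSO and 100% = wells without cells with DMSO; values of inactives mirror those of a sister screen read the other way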
MOR-DOR ag – OPRM1-OPRD1 heterodimerization agonism. cells, luminescence. activation, % at 9.3 µM. 340,000 compounds, 0.3% hits. AID 504326; in the data active means activation above about 18%;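 further: 0% = vehicle-treated cells and 100% = reference agonist; values of inactives mirror those of a sister screen read the other way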
Arrestin-AP2 inh – blocks beta-arrestin peptide binding to AP2 adaptin | FITC-arrestin peptide / GST-AP2 beads, flow cytometry; AP2 beta2 appendage carries R879A mutation | 340,000 compounds, 0.31% hits | inhibition, % at 10 µM;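 active means inhibition above a set limit, near 3 SD of compounds lacking own fluorescence, cut at about 54% in these data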;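 further: plate controls were DMSO wells for no effect and 5 µM unlabelled arrestin peptide for full effect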
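Material – AP2 appendage R879A on GSH beads · Buffer or medium – PBS with 0.05% Tween 20 and 0.1% BSA · Probe or stimulus – fluorescein-tagged arrestin peptide at 50 nM final · Incubation – compound with beads 12 min RT, then probe 1 h RT · Detection – high-throughput flow cytometry of beads, ex 488, em 535 nm · Evaluation – percent response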
Active calls of the source: *. Rows are unselected; 2.4% or so of the library scored in one or more.

Cn1cc(/C=C2/SC(=O)N(CC(=O)Nc3ccc4c(c3)OCO4)C2=O)c2ccccc21 was read as PKA-R2B act 4, DAGLB inhibitor 2, V-ATPase pHluor 1, Pemphigus Ab inh 98, HTR5A inv ctr -11, HTR5A ag -6, PKA-R1A activ -3, MOR-DOR inv ag 11, MOR-DOR ag -1.9 and Arrestin-AP2 inh 3.
Screening Brc1ccc(-c2nnc(-c3ccccc3Br)o2)cc1 returned PKA-R2B act -11, DAGLB inhibitor -22, V-ATPase pHluor 0, Pemphigus Ab inh 104, HTR5A inv ctr 40*, HTR5A ag 7, PKA-R1A activ 4, MOR-DOR inv ag -16, MOR-DOR ag 2.8 and Arrestin-AP2 inh -3.
For CCOC(=O)c1c(-c2cccc(C)c2)csc1NC(=O)C1CC=CCC1C(=O)O (configuration not stated) the results were PKA-R2B act -8, DAGLB inhibitor 6, V-ATPase pHluor 2, Pemphigus Ab inh 100, HTR5A inv ctr -10, HTR5A ag 4, PKA-R1A activ -5, MOR-DOR inv ag 10, MOR-DOR ag -2.0 and Arrestin-AP2 inh 10.
`O=S(=O)(c1ccc(-n2cnnn2)cc1)N1CCC(N2CCCCC2)CC1` gave PKA-R2B act -4, DAGLB inhibitor 1, V-ATPase pHluor 0, Pemphigus Ab inh 106, HTR5A inv ctr -1, HTR5A ag 0, PKA-R1A activ -4, MOR-DOR inv ag 5, MOR-DOR ag -1.0 and Arrestin-AP2 inh 6.
COc1ccc(/C=C/C(=O)N(C)c2ccccc2C(=O)O)cc1 was read as PKA-R2B act 4, DAGLB inhibitor -2, V-ATPase pHluor -4, Pemphigus Ab inh 110, HTR5A inv ctr 1, HTR5A ag 0, PKA-R1A activ 8, MOR-DOR inv ag 8, MOR-DOR ag -1.7 and Arrestin-AP2 inh 26.
Screening O=C(c1ccccc1NS(=O)(=O)c1ccc(F)cc1)N1CCCCC1 returned PKA-R2B act -1, DAGLB inhibitor -2, V-ATPase pHluor 5, Pemphigus Ab inh 105, HTR5A inv ctr 2, HTR5A ag 4, PKA-R1A activ -4, MOR-DOR inv ag 6, MOR-DOR ag -1.1 and Arrestin-AP2 inh -5.
For COC(=O)c1ccc(COC(=O)CNS(=O)(=O)c2ccccc2)cc1 the results were PKA-R2B act -6, DAGLB inhibitor -2, V-ATPase pHluor 0, Pemphigus Ab inh 97, HTR5A inv ctr 15, HTR5A ag -1, PKA-R1A activ 2, MOR-DOR inv ag -6, MOR-DOR ag 1.2 and Arrestin-AP2 inh 9.
`COc1cccc(-n2cnc3sc(C)cc3c2=O)c1` gave PKA-R2B act -5, DAGLB inhibitor -4, V-ATPase pHluor 0, Pemphigus Ab inh 102, HTR5A inv ctr -28, HTR5A ag 4, PKA-R1A activ -12, MOR-DOR inv ag 9, MOR-DOR ag -1.7 and Arrestin-AP2 inh -10.
COc1cc(OC)c(CN2CCCN(C)CC2)cc1Br was read as PKA-R2B act 7, DAGLB inhibitor 0, V-ATPase pHluor 1, Pemphigus Ab inh 121, HTR5A inv ctr -14, HTR5A ag 4, PKA-R1A activ 5, MOR-DOR inv ag 3, MOR-DOR ag -0.6 and Arrestin-AP2 inh 4.
Screening CN(C)c1ccc(NC(=O)Nc2cccc3ccccc23)cc1 returned PKA-R2B act -2, DAGLB inhibitor -1, V-ATPase pHluor -2, Pemphigus Ab inh 102, HTR5A inv ctr 7, HTR5A ag 7, PKA-R1A activ -6, MOR-DOR inv ag -7, MOR-DOR ag 1.3 and Arrestin-AP2 inh 25.
For CC(=O)c1ccc(NC(=O)COC(=O)c2ccccc2Sc2ccccc2C#N)cc1 the results were PKA-R2B act 1, DAGLB inhibitor 1, V-ATPase pHluor -2, Pemphigus Ab inh 86, HTR5A inv ctr 2, HTR5A ag 4, PKA-R1A activ 3, MOR-DOR inv ag 17, MOR-DOR ag -2.7 and Arrestin-AP2 inh -2.
`C=CCOc1ccc(C2N3CC4(CC)CN2CC(CC)(C3)C4=O)cc1` (configuration not stated) gave PKA-R2B act 4, DAGLB inhibitor -8, V-ATPase pHluor -2, Pemphigus Ab inh 104, HTR5A inv ctr 8, HTR5A ag -2, PKA-R1A activ 4, MOR-DOR inv ag -36, MOR-DOR ag 6.6 and Arrestin-AP2 inh 5.
Cc1cccnc1N(C(=O)Nc1cccc(Cl)c1)C1=NCC(C)(C)S1 was read as PKA-R2B act 4, DAGLB inhibitor -2, V-ATPase pHluor 1, HTR5A inv ctr -15, HTR5A ag 0, PKA-R1A activ -2, MOR-DOR inv ag 5, MOR-DOR ag -0.9 and Arrestin-AP2 inh -3.
For CC1CCc2c(sc(NC(=O)C(=O)NCc3ccco3)c2C#N)C1 (configuration not stated) the results were PKA-R2B act -5, DAGLB inhibitor 2, V-ATPase pHluor 1, Pemphigus Ab inh 120, HTR5A inv ctr 11, HTR5A ag -1, PKA-R1A activ -5, MOR-DOR inv ag -12, MOR-DOR ag 2.0 and Arrestin-AP2 inh -4.
`Cc1ccc2cc(CN(Cc3nnnn3C3CCCCC3)CC3CCCO3)c(=O)[nH]c2c1` (configuration not stated) gave PKA-R2B act -10, DAGLB inhibitor 3, V-ATPase pHluor -1, Pemphigus Ab inh 84, HTR5A inv ctr -7, HTR5A ag 5, PKA-R1A activ -4, MOR-DOR inv ag 4, MOR-DOR ag -0.8 and Arrestin-AP2 inh 1.

Two compounds drawn at random from the list so far:
Screening CN(C)c1ccc(NC(=O)Nc2cccc3ccccc23)cc1 returned PKA-R2B act -2, DAGLB inhibitor -1, V-ATPase pHluor -2, Pemphigus Ab inh 102, HTR5A inv ctr 7, HTR5A ag 7, PKA-R1A activ -6, MOR-DOR inv ag -7, MOR-DOR ag 1.3 and Arrestin-AP2 inh 25.
`O=S(=O)(c1ccc(-n2cnnn2)cc1)N1CCC(N2CCCCC2)CC1` gave PKA-R2B act -4, DAGLB inhibitor 1, V-ATPase pHluor 0, Pemphigus Ab inh 106, HTR5A inv ctr -1, HTR5A ag 0, PKA-R1A activ -4, MOR-DOR inv ag 5, MOR-DOR ag -1.0 and Arrestin-AP2 inh 6.

The listing picks up with the 2 entries that preceded the break.
For CC1CCc2c(sc(NC(=O)C(=O)NCc3ccco3)c2C#N)C1 (configuration not stated) the results were PKA-R2B act -5, DAGLB inhibitor 2, V-ATPase pHluor 1, Pemphigus Ab inh 120, HTR5A inv ctr 11, HTR5A ag -1, PKA-R1A activ -5, MOR-DOR inv ag -12, MOR-DOR ag 2.0 and Arrestin-AP2 inh -4.
`Cc1ccc2cc(CN(Cc3nnnn3C3CCCCC3)CC3CCCO3)c(=O)[nH]c2c1` (configuration not stated) gave PKA-R2B act -10, DAGLB inhibitor 3, V-ATPase pHluor -1, Pemphigus Ab inh 84, HTR5A inv ctr -7, HTR5A ag 5, PKA-R1A activ -4, MOR-DOR inv ag 4, MOR-DOR ag -0.8 and Arrestin-AP2 inh 1.
CCOC(=O)CSc1nc2ccccc2c(=O)n1CC1CCC(C(=O)NCc2ccco2)CC1 (configuration not stated) was read as PKA-R2B act 12, DAGLB inhibitor 1, V-ATPase pHluor -2, Pemphigus Ab inh 96, HTR5A inv ctr -4, HTR5A ag -2, PKA-R1A activ 4, MOR-DOR inv ag 4, MOR-DOR ag -0.9 and Arrestin-AP2 inh 2.
Screening CC(=O)NCCc1nc2cc(NC(=O)c3ccc(Cl)cc3)ccc2n1C returned PKA-R2B act 8, DAGLB inhibitor -1, V-ATPase pHluor -4, Pemphigus Ab inh 92, HTR5A inv ctr -9, HTR5A ag 2, PKA-R1A activ 3, MOR-DOR inv ag 5, MOR-DOR ag -0.9 and Arrestin-AP2 inh 18.
`COc1ccccc1NC(=O)COC(=O)CCn1c(C)csc1=O` gave PKA-R2B act -1, DAGLB inhibitor 2, V-ATPase pHluor -1, Pemphigus Ab inh 98, HTR5A inv ctr 2, HTR5A ag -1, PKA-R1A activ 6, MOR-DOR inv ag 12, MOR-DOR ag -2.2 and Arrestin-AP2 inh -3.
Screening CCOc1ccc(NC(=O)N(CCCN2CCOCC2)Cc2cccnc2)cc1 returned PKA-R2B act -19, DAGLB inhibitor 0, V-ATPase pHluor 1, Pemphigus Ab inh 100, HTR5A inv ctr -28, HTR5A ag 10, PKA-R1A activ -5, MOR-DOR inv ag 18, MOR-DOR ag -3.5 and Arrestin-AP2 inh 2.
`Cc1nn(C)c(=O)n1-c1ccc(Oc2ccccc2)cc1` gave PKA-R2B act 6, DAGLB inhibitor -1, V-ATPase pHluor 3, Pemphigus Ab inh 104, HTR5A inv ctr -14, HTR5A ag 6, PKA-R1A activ -1, MOR-DOR inv ag 8, MOR-DOR ag -1.6 and Arrestin-AP2 inh -8.
Screening Cc1ccc(/C=C/C(=O)Nc2cccnc2)o1 returned PKA-R2B act -7, DAGLB inhibitor -6, V-ATPase pHluor 0, Pemphigus Ab inh 93, HTR5A inv ctr 4, HTR5A ag 0, PKA-R1A activ 3, MOR-DOR inv ag -6, MOR-DOR ag 0.9 and Arrestin-AP2 inh 1.
For O=C(/C=C/c1ccccc1)NCc1cccnc1 the results were PKA-R2B act -11, DAGLB inhibitor -1, V-ATPase pHluor 0, Pemphigus Ab inh 90, HTR5A inv ctr -4, HTR5A ag 2, PKA-R1A activ -5, MOR-DOR inv ag 22, MOR-DOR ag -4.3 and Arrestin-AP2 inh -13.
Screening O=S(=O)(c1ccc(F)c(F)c1)N1CCCc2ccccc21 returned PKA-R2B act -1, DAGLB inhibitor -13, V-ATPase pHluor 2, Pemphigus Ab inh 112, HTR5A inv ctr 12, HTR5A ag -3, PKA-R1A activ -3, MOR-DOR inv ag -35, MOR-DOR ag 7.7 and Arrestin-AP2 inh 20.
`CCCCN(C)C(=O)c1nc2ccccn2c1CN(C)Cc1csc(C)n1` gave PKA-R2B act -2, DAGLB inhibitor -2, V-ATPase pHluor -7, Pemphigus Ab inh 106, HTR5A inv ctr 0, HTR5A ag 0, PKA-R1A activ -4, MOR-DOR inv ag 14, MOR-DOR ag -2.7 and Arrestin-AP2 inh 2.
Screening COc1ccc(NC(=O)c2ccccc2[N+](=O)[O-])cc1 returned PKA-R2B act 2, DAGLB inhibitor -3, V-ATPase pHluor -3, Pemphigus Ab inh 130, HTR5A inv ctr -21, HTR5A ag 1, PKA-R1A activ -10, MOR-DOR inv ag 8, MOR-DOR ag -1.5 and Arrestin-AP2 inh -12.
Screening CCOC(=O)CCc1c(C)c2ccc(OC(C)C(=O)OCC)c(C)c2oc1=O (configuration not stated) returned PKA-R2B act -1, DAGLB inhibitor -7, V-ATPase pHluor 1, Pemphigus Ab inh 102, HTR5A inv ctr -19, HTR5A ag 7, PKA-R1A activ -4, MOR-DOR inv ag 4, MOR-DOR ag -0.8 and Arrestin-AP2 inh 4.
CCN(CC(=O)N1CCN(c2ccccc2)CC1)S(=O)(=O)c1ccc(C)cc1 was read as PKA-R2B act -19, DAGLB inhibitor -6, V-ATPase pHluor 1, Pemphigus Ab inh 99, HTR5A inv ctr 15, HTR5A ag -4, PKA-R1A activ -12, MOR-DOR inv ag 6, MOR-DOR ag -1.2 and Arrestin-AP2 inh 7.
